WRN inhibitor: inhibitors of human WRN helicase | Potency, µM (titrated, usually from 114 µM), without a hit: top-dose activity change, negative = inhibition, hits mostly inhibitors | WRN helicase unwinding, fluorescent forked duplex, kinetic | actives 0.46% (n = 360,000) | Q14191; note: potency is the fitted concentration of half-maximal effect; % is set by controls: 0 for no effect and ±100 for the full control effect; nearly all actives have a fitted effect of over 55% in size
Target sequence (Q14191 whole entry, looked up): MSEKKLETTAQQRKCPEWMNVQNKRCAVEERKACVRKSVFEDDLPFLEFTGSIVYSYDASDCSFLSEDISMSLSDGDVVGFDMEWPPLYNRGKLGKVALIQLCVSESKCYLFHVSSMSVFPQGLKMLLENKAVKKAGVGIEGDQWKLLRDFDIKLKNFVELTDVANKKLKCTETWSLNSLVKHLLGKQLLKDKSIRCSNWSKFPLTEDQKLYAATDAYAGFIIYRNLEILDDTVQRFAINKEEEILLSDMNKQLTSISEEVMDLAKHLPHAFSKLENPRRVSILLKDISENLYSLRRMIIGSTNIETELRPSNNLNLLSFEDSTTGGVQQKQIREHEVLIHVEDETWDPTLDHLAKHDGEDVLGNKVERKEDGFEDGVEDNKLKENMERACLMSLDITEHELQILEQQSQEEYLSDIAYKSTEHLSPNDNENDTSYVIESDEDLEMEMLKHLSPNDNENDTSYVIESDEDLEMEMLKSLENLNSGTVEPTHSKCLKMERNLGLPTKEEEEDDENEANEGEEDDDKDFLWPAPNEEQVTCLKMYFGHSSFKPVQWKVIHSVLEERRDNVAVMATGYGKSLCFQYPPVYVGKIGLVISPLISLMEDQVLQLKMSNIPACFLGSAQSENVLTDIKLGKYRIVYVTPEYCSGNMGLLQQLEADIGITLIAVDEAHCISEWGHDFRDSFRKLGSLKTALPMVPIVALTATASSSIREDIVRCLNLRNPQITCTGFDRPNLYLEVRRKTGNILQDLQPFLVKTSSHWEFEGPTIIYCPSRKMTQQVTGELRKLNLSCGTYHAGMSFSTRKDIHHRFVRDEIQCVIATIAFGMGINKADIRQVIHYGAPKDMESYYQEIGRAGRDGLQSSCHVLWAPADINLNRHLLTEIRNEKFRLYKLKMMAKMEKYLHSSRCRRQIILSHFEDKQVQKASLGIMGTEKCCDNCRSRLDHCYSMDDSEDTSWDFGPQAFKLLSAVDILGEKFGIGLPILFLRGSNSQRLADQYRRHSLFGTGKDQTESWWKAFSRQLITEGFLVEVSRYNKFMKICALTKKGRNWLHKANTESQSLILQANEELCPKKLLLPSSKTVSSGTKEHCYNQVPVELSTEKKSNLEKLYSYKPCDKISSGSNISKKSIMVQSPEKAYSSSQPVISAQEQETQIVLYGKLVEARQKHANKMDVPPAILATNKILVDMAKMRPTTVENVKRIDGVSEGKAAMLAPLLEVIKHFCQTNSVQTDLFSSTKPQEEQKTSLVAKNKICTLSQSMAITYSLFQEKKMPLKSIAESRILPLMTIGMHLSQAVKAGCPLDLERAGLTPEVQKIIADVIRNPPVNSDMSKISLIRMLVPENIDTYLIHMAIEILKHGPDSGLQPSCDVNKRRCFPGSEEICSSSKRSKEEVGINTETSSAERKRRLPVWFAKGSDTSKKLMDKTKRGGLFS
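WRN at 20 nM final preincubated with compound 15 min at room temperature; reaction started with 100 nM fluorophore/quencher forked duplex oligonucleotide and 2 mM ATP final. Unwinding followed kinetically by red fluorescence (ex 525, em 598 nm).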
EPAC1 antag: blocks human EPAC1 exchange factor | O95398 | EPAC1 GEF assay, Rap1b-BODIPY-GDP exchange fluorescence | Potency, µM (highest dose often 115 µM), inactives show at the top dose activity change, negative = inhibition, usual class: inhibitors | actives 0.14% (n = 360,000);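 note: potency is the fitted concentration of half-maximal effect; plate controls were vehicle for no effect and positive control for full effect; nearly all actives have a fitted effect of over 50% in size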
EPAC1 agonist: EPAC1 (human) agonism | EPAC1 agonist qHTS, biochemical assay; response scale: 100% = response to 6.5 mM cAMP | actives 0.073% (n = 360,000) | O95398 | AID 720707 | Potency, µM (highest dose often 154 µM), inactives show at the top dose activation, usual class: activators; note: potency is the fitted concentration of half-maximal effect; nearly all actives have a fitted effect of over 60% in size
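Read-out is the fluorescence drop as BODIPY-GDP leaves Rap1B (480 nm excitation, 540 nm emission), recorded every 5 minutes over 30 minutes. Reactions held 100 nM EPAC1, 250 nM Rap1B–BODIPY-GDP and 50 uM GDP, with 6.5 mM cAMP setting full activation.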
IL2 activator: activates IL-2 in a cell-based reporter assay; IL-2 activation reporter assay, cell-based qHTS; stimulated with anti-CD3/CD4/CD28 beads; in transgenic mouse T cells; actives 0.065% (n = 360,000); activation, % (series mostly up to about 46 µM); in the data active = activation above about 50%; inconclusive = mostly about 30% to 49%; note: 0% is about no effect
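Using fluorescent plate cytometry, EGFP and DsRed are detected in transgenic mouse T cells stimulated 18 h at 37 degrees C with antibody-coated beads after 60 min compound pretreatment.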
PLK1 PBD block: PLK1 (human) polo-box domain binding inhibition; P53350; Plk1 PBD binding of FITC phosphopeptide, fluorescence polarization; Potency, µM, for inactives: max response, negative = inhibition, most hits filed as inhibitors; actives 2.8% (n = 360,000); note: potency is the fitted concentration of half-maximal effect; series mostly up to about 57 µM; % is set by controls: 0 for no effect and ±100 for the full control effect; nearly all actives have a fitted effect of over 65% in size
CCT modulator: modulators of cytosolic chaperonin (CCT/TRiC) activity | purified chaperonin ATPase assay, HTRF ADP detection, 30 min | AID 651819 | activity change, % (test concentration not listed), hits read low | actives 0.3% (n = 360,000); in the data active = activity change below about -30%; note: % is set by controls: 0 for no effect and ±100 for the full control effect
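Enzyme 40 or 20 nM (batch-dependent) in Tris pH 7.4/KCl/MgCl2/DTT; cpd 76 uM single point; ATP 10 uM; 30 min 37 °C; Transcreener ADP HTRF detection, 30 min RT; ratio 665/615.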
EPAC2 agonist: activates human EPAC2 exchange factor; Q8WZA2; EPAC2 activation, biochemical qHTS; response scale: 100% = 6.5 mM cAMP response; Potency, µM (highest dose often 154 µM), for the others: at the top dose activation, hits mostly activators; actives 0.079% (n = 360,000); note: potency is the fitted concentration of half-maximal effect; nearly all actives have a fitted effect of over 50% in size
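EPAC2 (100 nM) mixed with Rap1B loaded with BODIPY-GDP (250 nM) plus 50 uM unlabeled GDP; compounds pinned in, 5 min RT, then read every 5 min for 30 min (ex 480, em 540 nm). Normalized to cAMP control.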
PI5P4Ka inh: inhibitors of human PI5P4K alpha; P48426; PI5P4Kalpha enzyme, ADP-Glo luminescence, 60 min; hits give low values; max response, %; actives 1.2% (n = 330,000); AID 652105; active = max response of -50% or lower; inconclusive = between -30% and -50%; inactive = -30% or higher; note: value at the top dose of about 77 µM; % is set by controls: 0 for no effect and ±100 for the full control effect
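ADP-Glo luminescence end-point after a 60 min room-temperature kinase reaction. PI5P4Kalpha and substrate in HEPES pH 7.4 buffer with EGTA, 0.1% CHAPS and 5% DMSO; ATP at 5 microM final.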
Numbers without * were called inactive; ? = inconclusive; . = not tested or not shown; [ ] = remark or other dose. Unless noted, calls come from the whole dose curve; as a rule, active = well fitted curve in the direction sought with a large enough effect; inconclusive = small, poorly fitted or top-dose-only effect, or another doubt; inactive = no such curve, though single readings can be large; an effect the other way counts as inactive or inconclusive. An excerpt, so the mix of outcomes need not match the whole.

compound | WRN inhibitor | EPAC1 antag | EPAC1 agonist | IL2 activator | PLK1 PBD block | CCT modulator | EPAC2 agonist | PI5P4Ka inh
Cc1ccc(NC(=O)COC(=O)[C@@H]2CCCN2C(=O)c2cccs2)cc1S(=O)(=O)N(C)C | -15% | ? | -5% | -1.5 | -10% | 0.6 | 5% | 5
CCN(CC)C(=O)C1=C(C)N(CCCN2CCCC2=O)C(=O)C(CC(=O)NCCCN(C)C)C1 (configuration not stated) | 4% | 19% | -9% | -1.1 | 2% | 0.1 | 1% | 0
Clc1ccc(Cn2ncc3c(NCc4ccccc4)ncnc32)cc1 | -6% | -9% | 14% | -0.6 | 3% | -2.4 | 0% | 1
CCN(CC)S(=O)(=O)c1ccc(S(=O)(=O)NCC2CCCO2)cc1 (configuration not stated) | -2% | 13% | 10% | -0.7 | -11% | -0.9 | 6% | -6
O=[N+]([O-])c1ccc(COc2ccccc2/C=N/O)cc1 | -17% | -9% | -2% | -0.3 | 5% | 0.7 | 2% | -8
CCn1ccnc1CN1CCN(CC(C)C)C(CCO)C1 (configuration not stated) | 6% | -8% | -7% | -3.1 | 1% | 0.5 | 3% | -1
C=CCn1c(CCNC(=O)c2ccc(Cl)c(Cl)c2)nnc1SCCOc1ccc(OC)cc1 | -7% | -11% | 20% | 0.2 | 1% | -0.3 | 6% | .
CN1CCN(C(=O)Nc2ccccc2CC[N+](=O)[O-])CC1 | -15% | -23% | 3% | -0.1 | -4% | -0.6 | 9% | -9
O=C(CN1CCOCC1)Nc1ccc(Br)cn1 | -2% | 11% | 4% | -1.2 | -4% | -2.4 | 2% | .
COc1ccc(CCNC(=O)c2cc(-c3cc(C)ccc3O)n[nH]2)cc1OC | -31% | -8% | -2% | 0.3 | 0% | 1.2 | 8% | 2
CCOC(=O)C1CCCN(CC(O)COc2ccc(OC)cc2C(C)(C)C)C1 (configuration not stated) | -5% | -4% | 4% | 0.7 | -1% | 0.4 | 5% | 3
CCc1ccc(N(C(=O)c2ccco2)C(C(=O)NC2CCCC2)c2ccncc2)cc1 (configuration not stated) | -1% | 4% | 5% | 1.2 | -5% | -0.9 | 5% | 3
O=C1CC2(CCCC2)C(=O)N1CN1CCN(S(=O)(=O)c2ccc(Cl)c(Cl)c2)CC1 | -22% | -1% | 13% | -1.6 | -4% | -2.1 | -4% | 5
COc1ccc(CN2CCNC(=O)C2CC(=O)NCc2cnn(C)c2)cc1OC (configuration not stated) | -1% | -22% | -9% | 0.3 | -1% | 0.3 | 3% | 6
Nc1ccn(CC(=O)N2CCN(c3ccccn3)CC2)c(=O)n1 | 3% | -13% | -6% | 0.8 | -14% | -1.2 | 10% | 6
COC(=O)c1cccc(-n2cnnn2)c1 | -1% | 5% | 7% | -3.9 | -3% | -2.1 | 7% | 0
Nc1nc(-c2ccc(Br)s2)c(Br)s1 | -8% | -4% | 29% | -0.3 | ? | 1.2 | 4% | 19
COc1ccc(/C=C(\C#N)C(=O)OCC(=O)NCc2ccco2)cc1 | -12% | -30% | -4% | -2.9 | 3% | -2.0 | 7% | 6
COc1ccc(CN2CCN(Cc3ccccc3F)CC2)cc1OC | 5% | 3% | 11% | -0.8 | 0% | 1.9 | 3% | 10
CC(C)NC(=O)c1ccccc1NC(=O)CN(c1ccc2c(c1)OCO2)S(C)(=O)=O | 0% | 8% | -4% | 0.1 | -1% | -5.2 | 4% | .
CNC(=O)/C(C#N)=C/c1ccc(-c2nc3ccccc3s2)o1 | -2%[57.1 µM] | -18% | -1% | -0.3 | -8% | -2.8 | 8% | -5
Cc1ccc2[nH]c(=O)c3cc(C(=O)N(C)c4ccc(C)c(C)c4)sc3c2c1 | 1% | -23% | 12% | 0.3 | -7% | -0.6 | 4% | -5
COc1ccc(C(=O)Sc2ccc(C)cc2)cc1OC | -7% | 0% | 0% | 1.1 | -18% | -1.5 | 3% | 20
CC[N+](C)(CC)CC(O)COCC1COc2ccccc2O1 (configuration not stated) | 5% | 6% | 6% | -3.3 | -19% | -3.0 | 12% | -3
O=C1COc2ccc(S(=O)(=O)CCC(=O)N3CCN(c4cccc(C(F)(F)F)c4)CC3)cc2N1 | -1% | -9% | 4% | -3.4 | -12% | -5.9 | -5% | -1
COC(=O)c1ccc(NC(=O)c2c(C(=O)Nc3ccccc3)sc3nc(C)cc(=O)n23)cc1 | 0% | -10% | -6% | 0.9 | ? | 0.5 | 4% | -2
c1ccc2nc3c(nc2c1)[nH]c1ccccc13 | -15% | -5% | 7% | 2.4 | -3% | -0.9 | -3% | -1
COc1ccc2cc(/C=N/NC(=O)c3ccc(CN(c4ccc(C)c(C)c4)S(C)(=O)=O)cc3)c(Cl)nc2c1 | -6% | 0% | 4% | 0.3 | 0% | -1.3 | -2% | -9
O=C(Nc1cccc(C(F)(F)F)c1)NC1CCN(S(=O)(=O)c2ccc(F)cc2)CC1 | 0% | -1% | -18% | 0.0 | ? | -3.6 | -14% | 3
CCC(=O)n1nc(-c2cccnc2)nc1NCc1ccc(F)cc1 | 1% | -1% | 5% | -0.1 | -15% | -2.4 | 16% | -5
Cc1cc(C)nc(NN=C2CCCC2)n1 | -18%[57.1 µM] | -12% | 5% | -0.2 | -1% | 1.7 | -5% | 0
Cc1ccc(NC(=O)COC(=O)[C@@H]2CC(O)CN2S(=O)(=O)c2ccc3c(c2)OCCO3)cc1 (some centres not stated) | 3% | -9% | 7% | -4.8 | 1% | -1.7 | 4% | -3
O=S(=O)(NCCNS(=O)(=O)c1ccccc1)c1ccccc1 | -7% | 9% | -2% | -2.4 | 3% | 1.3 | 5% | .
COCCCNc1oc(-c2ccccc2Cl)nc1C#N | 0% | -3% | 0% | -0.2 | -5% | -1.0 | 7% | -1
CCC(=O)Nc1cccc2c1C(=O)N(C)C2=O | -6% | 10% | 2% | -0.2 | -11% | 1.4 | -1% | 1
Cn1c(N)nc2ccccc2c1=O | 2% | -15% | -3% | 0.0 | 1% | -1.2 | -1% | 0
CC(C)NCc1nnc(-c2ccc(Cl)cc2)o1 | 2% | -11% | -20% | -2.0 | -10% | -2.5 | 3% | 4
O=C(CNC(=O)c1ccccc1F)NCCc1ccc(Cl)cc1Cl | -6% | -2% | 5% | 0.2 | 1% | 2.5 | 0% | 0
Cc1ccc(N2CC(C(=O)N/N=C/c3c(F)cccc3Cl)CC2=O)cc1 (configuration not stated) | -33% | 7% | 2% | -2.0 | -5% | 0.5 | -1% | 3
Cc1cc(C)nc(N2CCC(CNC(=O)CCc3ccccc3)CC2)n1 | 7% | -5% | 8% | -0.6 | -1% | 1.6 | -4% | 16
COc1ccccc1Nc1nc(N)nc(CN2CCC(C)CC2)n1 | -5% | ? | 1% | -0.7 | -9% | -1.8 | -1% | 1
Cn1c2c(c(=O)n(C)c1=O)C1(C(=O)Nc3ccccc31)C(C#N)=C(N)O2 (configuration not stated) | 5% | 7% | -2% | 1.3 | ? | 3.3 | 0% | -1
CCCOc1ccc(C(=O)NCC(c2ccco2)N(C)C)cc1 (configuration not stated) | -2% | 0% | 5% | 0.3 | 2% | -2.3 | 2% | -3
CCCCn1c(N)c(N(CCOC)C(=O)c2ccc(C)c(S(=O)(=O)N3CCOCC3)c2)c(=O)[nH]c1=O | -1% | 4% | -3% | 4.5 | -4% | -1.1 | 2% | -3
O=C(Nc1ccc(F)c(Cl)c1)c1csc(COCCO)n1 | -4% | 4% | -2% | 1.1 | -9% | -2.0 | 1% | -6
COc1ccc(N2C(=O)CSC2c2cccc(OC)c2OC)cc1 (configuration not stated) | -17% | -6% | 12% | -3.7 | -3% | -2.8 | 6% | -4
CSc1nc(C)c2c(n1)N(c1ccc(O)cc1)CC2 | -19% | -15% | -7% | 0.0 | -18% | 1.4 | -1% | 1
CCc1c(C)sc(NC(=O)c2cc(CC(C)C)on2)c1C#N | 9% | 12% | -19% | -0.9 | 15µM* | -1.1 | -1% | 5
O=C(N/N=C\C1CC=CCC1)c1ccc(Br)o1 (configuration not stated) | 2% | -15% | 4% | 1.6 | 2% | -2.0 | 8% | 3
O=C(CN1C(=O)NC2(CCCCCC2)C1=O)c1ccc2c(c1)OCCO2 | -2% | 6% | 2% | -0.4 | 0% | 0.4 | 1% | 1

Remaining list, next part.
compound | WRN inhibitor | EPAC1 antag | EPAC1 agonist | IL2 activator | PLK1 PBD block | CCT modulator | EPAC2 agonist | PI5P4Ka inh
CCSc1nc2ccccc2n1C(=O)/C=C\c1ccc(OC)c(OC)c1 | -18% | -7% | -2% | 1.6 | -2% | -7.7 | 3% | 19
COc1cc(-c2noc(CCC(=O)Nc3cccnc3)n2)cc(OC)c1OC | -11%[57.1 µM] | 2% | 6% | -0.1 | 0% | -1.3 | -6% | 3
COc1ccc(/C=C/C(=O)O)cc1S(=O)(=O)NC1CCS(=O)(=O)C1 (configuration not stated) | -6%[11.6 µM] | 9% | -2% | -0.6 | -8% | -97* | -1% | -3
CCC(=O)Oc1ccc(C(=O)Nc2ccc3c(c2)C(=O)N(C2CCCCC2)C3=O)cc1 | -2% | 2% | -1% | -2.8 | 2% | -1.3 | -15% | .
CCCc1cc(=O)oc2cc(Oc3ncccn3)ccc12 | 5% | -5% | -1% | 8.3 | -18% | -0.4 | 4% | 3
COc1cccc(C(C(=O)NC2CCCC2)N2CCN(c3cc(C)ccc3C)CC2)c1OC (configuration not stated) | -22% | -22% | -7% | -1.0 | 1% | . | -4% | 2
COc1ccccc1S(=O)(=O)N(C)C[C@H]1OCc2cn(nn2)CCCC(=O)N([C@H](C)CO)C[C@@H]1C | 7% | 13% | -10% | 0.3 | 10% | -0.1 | -7% | -3
C=CCNCCOCCOc1ccc(C)cc1[N+](=O)[O-] | 8% | -14% | 3% | -2.3 | -2% | -2.2 | -1% | .
O=C(COc1ccc(Cl)cc1)NCCNc1ccc([N+](=O)[O-])cc1 | 8% | 1% | -5% | 1.4 | -9% | -1.8 | 4% | 3

Single records (already shown). Values in the order: WRN inhibitor | EPAC1 antag | EPAC1 agonist | IL2 activator | PLK1 PBD block | CCT modulator | EPAC2 agonist | PI5P4Ka inh
Shown for `CCC(=O)Oc1ccc(C(=O)Nc2ccc3c(c2)C(=O)N(C2CCCCC2)C3=O)cc1` = -2% | 2% | -1% | -2.8 | 2% | -1.3 | -15% | .
Shown for `C=CCNCCOCCOc1ccc(C)cc1[N+](=O)[O-]` = 8% | -14% | 3% | -2.3 | -2% | -2.2 | -1% | .

Compound activity: PubChem BioAssay, National Center for Advancing Translational Sciences (NCATS)
